NPY1 pot ag – potentiates or activates human NPY-Y1 receptor; P25929; NPY-Y1 expressing cells, potentiator/agonist activation; activation, % at 3.6 µM; 0.37% of 220,000 active; AID 1304; in the data active means activation above about 33%, passing the limit was not always enough;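 further: cells stimulated with NPY at EC10 then isoproterenol at EC100; 0% = low agonist plus stimulus and 100% = saturating agonist plus stimulus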
Target sequence (P25929 whole entry, looked up): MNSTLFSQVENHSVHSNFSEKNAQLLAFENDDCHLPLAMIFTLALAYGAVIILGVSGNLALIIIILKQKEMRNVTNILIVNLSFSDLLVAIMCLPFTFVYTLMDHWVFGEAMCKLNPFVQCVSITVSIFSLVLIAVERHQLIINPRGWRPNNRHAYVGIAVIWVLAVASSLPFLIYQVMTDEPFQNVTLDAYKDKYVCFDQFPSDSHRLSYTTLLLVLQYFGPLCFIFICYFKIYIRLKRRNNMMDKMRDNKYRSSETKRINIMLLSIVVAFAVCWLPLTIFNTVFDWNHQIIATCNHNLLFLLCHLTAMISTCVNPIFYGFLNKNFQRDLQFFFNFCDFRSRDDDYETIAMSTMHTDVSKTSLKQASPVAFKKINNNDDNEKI
Mdm2 ligase inh – blocks human Mdm2 ubiquitin ligase activity; AID 1230; signal enhancement, % at 5 µM; 0.11% of 210,000 active; cell-based MDM2 ubiquitination luciferase reporter, 2 h; 0 = plate control, 100 = twice control, blank-subtracted;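 active means signal enhancement of 30% or more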;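 further: luminescence tracks abundance of the self-degrading MDM2-luciferase fusion protein; higher signal means inhibition of MDM2 E3 ligase activity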
Target sequence (Q00987 whole entry, looked up, the tested form may be a part): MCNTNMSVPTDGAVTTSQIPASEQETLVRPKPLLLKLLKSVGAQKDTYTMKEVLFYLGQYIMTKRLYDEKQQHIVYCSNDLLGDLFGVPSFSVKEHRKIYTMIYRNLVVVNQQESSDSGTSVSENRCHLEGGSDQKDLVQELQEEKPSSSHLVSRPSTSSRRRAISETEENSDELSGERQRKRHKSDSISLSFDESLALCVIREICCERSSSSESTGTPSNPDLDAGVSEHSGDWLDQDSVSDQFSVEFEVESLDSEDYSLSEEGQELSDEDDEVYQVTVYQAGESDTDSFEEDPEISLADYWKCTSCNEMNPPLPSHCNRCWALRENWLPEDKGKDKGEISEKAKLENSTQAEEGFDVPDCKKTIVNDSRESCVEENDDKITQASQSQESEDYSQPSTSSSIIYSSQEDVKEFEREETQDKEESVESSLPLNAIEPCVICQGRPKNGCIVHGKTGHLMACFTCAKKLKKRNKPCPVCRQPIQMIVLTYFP
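test system = mammalian cells stably expressing self-ubiquitinating, self-degrading MDM2 E3–luciferase fusion | quantity = 2000 cells/well | incubation = cell settling 4 h, compound treatment 2 h, both 37 °C | signal = luminescence with SteadyLite reagent, 15 min at room temperature | evaluation = % enhancement relative to plate controls after blank subtraction | benchmarks = plate controls and plate blanks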
NPY2 pot ag – potentiates or activates human NPY-Y2 receptor | P49146 | cells expressing NPY-Y2, potentiator/agonist read-out | activation, % at 3.6 µM | 0.45% of 220,000 active | AID 1359; in the data active means activation above about 27%;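 further: cells stimulated with NPY near EC25 plus isoproterenol at EC100; 0% = vehicle plus submaximal agonist and 100% = vehicle plus saturating agonist; some results beyond the cut were filed as inactive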
p97 ATPase inh – human p97 ATPase inhibition; recombinant p97 ATPase, Kinase-Glo ATP luminescence, 3 h; inhibition, % at 8 µM; 0.42% of 220,000 active; P55072; in the data active means inhibition above about 15%;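 further: 0% = DMSO vehicle and 100% = wells lacking enzyme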
Hck Nef HTS – inhibitors of human Hck kinase activated by Nef | 0.68% of 220,000 active | inhibition, % at 20 µM | AID 463187 | Recombinant Hck-YEEI plus Nef, Z-Lyte FRET kinase assay | P08631;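 active means Hck-Nef kinase inhibition above about 50%, limit read from the data; inactive means inhibition below that limit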;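 further: 0% = DMSO with Hck plus Nef and 100% = Hck alone without Nef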
NPY Y1 blocker – blocks the human neuropeptide Y Y1 receptor; P25929; HEK293-CNG Y1 cells, membrane potential fluorescence; NPY at EC95, then isoproterenol; inhibition, % at 3.6 µM; 1% of 200,000 active;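 active means inhibition above the campaign mean inhibition of all tested compounds plus 3 SD, cut at about 20% in these data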;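 further: 0% = DMSO wells given NPY plus isoproterenol and 100% = isoproterenol alone without NPY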
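Benchmarks – high control isoproterenol alone, low control NPY with isoproterenol · Material – HEK293 Y1/CNG channel cell line · Times – dye 3 h, compound 60 min room temperature, stimulation 45 min · Probe or stimulus – NPY (25 nM), isoproterenol (1 µM), Ro 20-1724 (25 µM) · Evaluation – % inhibition of NPY effect · Signal – fluorescence, membrane potential probe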
Runt-SMMHC FRET – inhibitors of human RUNX1 Runt domain binding to CBFb-SMMHC; Q01196+Q13951; Cerulean-Runt/Venus-CBFb-SMMHC FRET ratio 530/480, 1 h; inhibition, % at 20 µM; 0.74% of 220,000 active; AID 1434;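 active means mean inhibition across duplicate retests at 20 µM reaching about 50%, limit read from the data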;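 further: 0% = DMSO wells and 100% = wells with excess untagged CBFb-SMMHC; inhibitors lower the FRET ratio by blocking Runt binding to CBFb-SMMHC; some results filed as inactive read as strong as hits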
Runt-CBFb FRET – blocks binding of human RUNX1 Runt domain to CBFb. Q01196+Q13951. Cerulean-Runt/Venus-CBFb FRET ratio 530/480, 1 h. inhibition, % at 20 µM. 0.46% of 220,000 active;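 active means inhibition over about 50% at 20 µM in the single-dose screen, limit read from the data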;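 further: 0% = DMSO wells and 100% = excess unlabeled CBFb competitor control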
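test system = Cerulean-tagged RUNX1 Runt domain (FRET donor) fusion protein | reagent = Venus-CBFb binding partner, 100 nM | incubation = protein complex preformed 1 h, compound exposure 1 h, room temperature, dark | detection = FRET fluorescence | read-out basis = loss of energy transfer signal | controls = 5 µM unlabeled CBFb as full-inhibition high control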
RBBP9 inh – human RBBP9 hydrolase inhibition; O75884; AID 1515; recombinant RBBP9, FP-Rh probe fluorescence polarization; inhibition, % at 7.94 µM; 0.2% of 220,000 active;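 active means inhibition above the campaign mean of all tested compounds plus 3 SD, cut at about 14% in these data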;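 further: plate controls were DMSO wells with RBBP9 for no effect and wells lacking RBBP9 protein for full effect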
Target sequence (O75884 whole entry, looked up): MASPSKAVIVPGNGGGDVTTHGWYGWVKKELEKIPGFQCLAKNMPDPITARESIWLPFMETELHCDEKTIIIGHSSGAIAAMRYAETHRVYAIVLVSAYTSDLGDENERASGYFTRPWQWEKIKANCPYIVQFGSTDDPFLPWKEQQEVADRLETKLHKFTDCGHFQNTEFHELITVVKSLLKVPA
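Material: RBBP9 protein. Amount: RBBP9 at 2.5 µM in dispensed solution, before mixing. Schedule: 30 min then 45 min, 25 °C. Medium: Tris buffer pH 8.0, NaCl, Pluronic. Measured by: fluorescence polarization. Measure: percent inhibition from mP, scaled between DMSO and no-protein wells. Replication: one well per compound.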
* marks the source's active call; other numbers are inactive results; . = not tested or not shown. No enrichment for hits; overall some 3.5% were active at least once.

Values run as follows: RBBP9 inh	NPY Y1 blocker	NPY1 pot ag	Hck Nef HTS	Runt-SMMHC FRET	Mdm2 ligase inh	Runt-CBFb FRET	NPY2 pot ag	p97 ATPase inh
1	CNC(=O)CCSc1ccc(C)cc1
 : 5.9	0.9	3.1	4.9	-0.3	.	0.8	3.3	2.5
2	O=C1CCCN1CCCNC(=S)Nc1ccc(Br)cc1Cl
 : -9.8	-0.6	-5.9	18.1	.	-11.2	.	3.5	8.4
3	O=C(NCc1nc2ccccc2[nH]1)C1=C[C@H](c2coc3ccccc3c2=O)C[C@H](OCc2ccc(CO)cc2)O1
 : .	.	.	21.8	-0.3	14.4	0.6	.	.
4	Clc1ccc(-c2noc(CSc3nnc(-c4ccncc4)n3-c3ccccc3)n2)cc1
 : -1.1	-1.5	-6.5	1.2	1.0	-6.8	-11.0	-2.8	-3.1
5	CCCCC(Sc1nc(N)c(NC(=O)c2ccc(OC)cc2)c(=O)[nH]1)C(=O)O (configuration not stated)
 : -2.7	2.2	22.0	8.0	3.2	3.7	-0.2	1.9	5.2
6	O=C(/C=C/c1cccs1)Nc1scc(-c2ccccc2)c1C(=O)O
 : -3.5	-0.4	-0.8	29.7	-89.4	-36.1	-36.4	-6.6	-0.6
7	C(=N\N1CCN(Cc2ccccc2)CC1)/c1ccccc1
 : -9.5	.	-28.5	21.4	0.8	-9.2	-2.1	-2.9	-4.1
8	O=C1c2ccccc2C(=O)N1CC1c2ccccc2CCN1C(=O)C1CCCCC1 (configuration not stated)
 : -3.4	0.0	-5.7	-1.8	1.8	-8.1	3.6	-0.3	-0.3
9	Cn1nc(-c2ccc(C(=O)O)cc2)c2ccccc2c1=O
 : 5.0	2.8	3.5	1.0	-0.4	-1.9	-1.2	5.5	5.3
10	Cc1ccc(C)c(S(=O)(=O)N2CC(=O)Nc3ccccc32)c1
 : -9.3	-2.3	-8.7	1.7	-0.4	1.8	2.4	-13.1	2.8
11	CC1CCc2nn(CC(=O)NCCN3CCCCC3C)cc2C1 (configuration not stated)
 : -2.2	12.9	9.3	22.0	5.8	-16.9	-0.9	-4.9	0.7
12	O=C(CCN1CCc2ccccc2C1)Nc1ccccc1F
 : -9.7	-3.3	-16.2	-0.5	-5.9	-4.2	0.6	13.1	1.5
13	Cn1cc(Br)c(C(=O)NNC(=O)c2ccc(Br)cc2)n1
 : -3.9	5.5	-14.1	-0.6	-0.1	7.1	1.9	6.4	6.5
14	CN1C(=O)N(C)C2(c3ccccc3)Nn3c(s/c(=C/c4ccccc4F)c3=O)=NC12c1ccccc1 (configuration not stated)
 : -1.6	0.9	12.7	-0.2	-7.3	-19.7	10.3	-2.1	2.9
15	NC(=O)c1c(NC(NC(=O)c2ccco2)C(=O)c2ccc(Cl)cc2)sc2c1CCCC2 (configuration not stated)
 : -0.9	1.0	-2.5	0.6	12.9	-12.8	29.5	-1.6	0.2
16	CCOC(=O)C1=C(C)NC2=C(C(=O)CC(c3cccs3)C2)C1c1cccs1 (configuration not stated)
 : -9.3	1.4	-2.5	-9.1	10.4	.	-0.5	0.5	-6.2
17	Cc1ccc(-n2c(=O)c3sccc3n(CC(=O)N3CCCC3)c2=O)cc1
 : -8.9	0.7	-6.3	-2.8	0.7	-14.0	-0.7	-2.7	-5.4
18	COCCCNC(=S)Nc1ccc(C)cc1
 : -3.2	.	-1.3	18.0	0.3	-7.3	1.4	-3.5	5.2
19	CCN(CC)c1ncc(C#N)c(N)n1
 : -4.6	.	4.9	8.0	-2.7	-12.7	-0.2	0.3	3.2
20	NC(=O)C1=C[C@@H](c2ccc(C(F)(F)F)cc2)C[C@@H](OCCCCO)O1
 : -4.6	-3.6	-0.2	-3.3	0.7	.	-1.1	-13.7	-1.4
21	O=C(Nc1nnc(-c2ccccc2F)s1)C1CCN(S(=O)(=O)c2ccc(Cl)cc2)CC1
 : 3.1	-5.3	19.6	2.6	3.4	8.9	2.4	-0.7	5.5
22	CCOC(=O)N1CCC(NC(=O)c2ccc3c(=O)n4c(nc3c2)CCCC4)CC1
 : -3.8	5.4	-14.7	0.3	-2.1	-36.0	-1.7	-3.9	3.3
23	O=C(CSc1nnc(-c2ccccc2O)o1)Oc1ccc(Br)cc1
 : 4.0	13.1	-22.7	-21.5	1.3	-12.8	3.2	-19.2	4.7
24	CCN(CC)c1ccc2cc(C#N)c(=O)oc2c1
 : -7.5	-1.8	-6.3	13.6	92.3*	-3.6	81.8*	-1.9	-3.0
25	Cc1cnc(NC(=O)CSc2nnc(-c3cccs3)n2C)s1
 : -1.0	-2.9	-12.4	0.7	-2.1	-1.8	-2.0	3.3	2.9
26	COc1ccc(CCNC(=O)COc2cc(=O)n(C)c3ccccc23)cc1OC
 : -4.9	2.6	-8.4	23.2	4.7	18.5	-0.9	5.8	0.9
27	O=C(O)c1cccnc1SCc1cn2cc(Cl)ccc2n1
 : -8.1	.	-8.2	2.9	-0.9	-5.1	1.4	6.3	9.0
28	Cc1ccc2oc(-c3cc(NC(=O)c4ncn[nH]4)ccc3O)nc2c1
 : 2.1	8.3	-18.1	42.6	-1.1	-16.1	2.3	-15.2	3.4
29	Cc1c(O)nc(SC2CC(=O)N(c3ccccc3)C2=O)[nH]c1=O (configuration not stated)
 : -2.4	-0.3	-12.3	-0.7	-8.1	-0.4	0.7	-9.3	6.2
30	O=C(Nc1cc(Cl)cc(Cl)c1)c1cnn2cccnc12
 : -1.6	2.3	-12.3	2.7	0.9	-20.0	0.5	-7.5	1.1
31	Cc1cc(C)nc(NS(=O)(=O)c2ccc(NC(=O)c3ccc4c(c3)OCO4)cc2)n1
 : -4.2	-2.0	24.7	-3.4	-0.6	-22.7	-1.0	10.3	5.2
32	CC(=O)Nc1nonc1-c1ccccc1
 : -7.2	-0.3	0.6	0.9	4.2	15.4	0.6	8.4	-2.2
33	CCOc1ccc(CC(=O)N2CCN=C2SC)cc1
 : 0.7	-2.7	-10.3	-7.8	1.9	-1.2	-0.1	9.1	5.9
34	FC(F)(F)c1cccc(-c2nn[nH]n2)c1
 : 3.0	-0.7	5.6	-44.5	0.3	-9.8	-0.8	-10.3	3.5
35	CCOC(=O)C1CCCN(c2c(NCCN3CCCCC3C)c(=O)c2=O)C1 (configuration not stated)
 : 2.0	-3.9	7.6	20.4	1.3	-13.2	1.7	-3.8	-2.1
36	Cc1cc(SCC(=O)c2ccccc2)nc(C)n1
 : -5.0	6.8	-14.4	-0.8	0.4	-19.1	-2.2	-4.0	-3.7
37	Cc1[nH]c2ccccc2c1C(=O)CSC(=S)N1CCN(C)CC1
 : -2.6	.	-2.3	11.0	-4.8	-3.9	2.5	13.5	6.9
38	COc1ccc(CCNC(=O)c2ccc3c(c2)SC2=NS(=O)(=O)CCN23)cc1
 : 0.0	.	10.6	-18.1	0.5	.	0.7	-23.2	3.1
39	CNC(=O)NC(=O)CSc1nc2cc(C(=O)OC)ccc2c(=O)n1-c1ccccc1
 : -3.4	-0.4	-10.4	-0.1	0.4	-19.6	-0.5	1.5	-3.2
40	Cc1cc(C)nc(SC(C)C(=O)O)n1 (configuration not stated)
 : -0.4	5.8	-10.2	0.2	-6.8	-22.1	1.4	-5.1	-0.3
41	O=c1c(/C=N/O)c(Nc2ccccc2)nc2ccccn12
 : -13.7	1.9	1.6	9.9	-2.4	-88.9	-2.2	-1.3	8.4
42	C/C(=C/C(=O)N1CCN(C)CC1)C(=O)O
 : -8.1	0.4	-17.7	-1.3	4.6	-14.6	1.2	7.9	-1.9
43	O=C(Nc1ccc(F)c(Cl)c1)Nc1csc2ccccc12
 : -11.7	.	-8.0	11.2	0.6	-13.9	2.1	-2.7	3.6
44	COc1ccc2nc(C(F)(F)Cl)c(C#N)c(N)c2c1
 : -6.7	.	-6.0	10.4	-0.1	-24.5	-0.7	14.1	2.0
45	O=C1c2cccc3c(Nc4ccccc4Cl)c([N+](=O)[O-])cc(c23)C(=O)N1CCO
 : -5.7	5.8	26.4	-0.4	-2.7	-1.2	-6.1	25.2	3.2
46	COC(=O)/C(=C/c1ccc2c(c1)c1ccccc1n2C)NC(=O)c1ccccc1
 : -7.2	1.9	-28.0	1.8	3.5	-9.0	-2.2	-2.2	1.4
47	COc1ccc(NC(=O)CSc2nnc(-c3ccncc3)n2C)cc1
 : -5.4	2.2	15.5	13.3	-3.1	0.1	0.2	4.8	1.2
48	Cn1ncc2c(Nc3cccc(Cl)c3)nc(Nc3cccc(Cl)c3)nc21
 : -40.7	.	4.9	23.6	-3.4	-13.1	-1.9	-4.2	-1.2
49	CCC(C)NS(=O)(=O)c1ccc(OCC(=O)NCc2ccc(OC)cc2)cc1 (configuration not stated)
 : -10.6	1.8	14.3	1.0	-1.1	-8.4	-0.8	-12.3	-4.2
50	COc1ccc(CC(=O)Nc2nc(-c3cc(OC)ccc3OC)cs2)cc1
 : -8.5	9.9	-11.9	20.0	0.2	-8.9	1.6	1.7	4.1

Next compounds:
Values run as follows: RBBP9 inh	NPY Y1 blocker	NPY1 pot ag	Hck Nef HTS	Runt-SMMHC FRET	Mdm2 ligase inh	Runt-CBFb FRET	NPY2 pot ag	p97 ATPase inh
51	CC(=O)c1cccc(N(C(=O)c2cnccn2)C(C(=O)NCc2ccccc2)c2ccco2)c1 (configuration not stated)
 : -6.8	3.7	15.3	-1.8	1.1	-5.0	1.6	-12.7	-0.8
52	CCCNc1nc2c(c(=O)[nH]c(=O)n2C)n1CCC(C)C
 : -11.1	-0.1	-4.2	2.5	0.4	-5.3	-1.1	-9.0	1.8
53	Cc1ccc2c(c1)nnn2C1CCN(S(=O)(=O)c2ccc(C(=O)N3CC(C)CC(C)C3)cc2)CC1 (configuration not stated)
 : -7.0	-5.7	-5.6	0.8	-5.3	-11.9	-3.1	1.5	-3.8
54	Cn1nc(C(=O)NC(C)(C)C)c2ccccc21
 : -2.3	-3.0	14.6	2.2	2.5	1.9	0.3	-5.1	1.5
55	CCN1C(=O)C2(C(C(=O)c3ccc(C)o3)=C(O)C(=O)N2CCCN(C)C)c2ccccc21 (configuration not stated)
 : -3.5	.	6.5	19.0	-3.7	.	2.2	-10.0	6.5
56	CC(C)Sc1n[nH]c(=O)n1-c1cccc(C(F)(F)F)c1
 : 9.1	.	12.3	14.0	-2.9	1.7	2.4	11.3	8.5
